PAD4 FP inh – PAD4 (human) enzyme inhibition; recombinant PAD4, RCA probe fluorescence polarization; Q9UM07; inhibition, % at 6.36 µM; AID 485272; 330,000 tested, 0.41% active;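 active = percent inhibition above a cutoff equal to the mean of all tested compounds plus 3 SD, cut at about 15% in these data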;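 also: 0% = PAD4 with RCA probe and DMSO and 100% = probe without PAD4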
LYPLA1 counter – counter-screen for PME1 inhibitors: inhibitors of human LYPLA1; O75608; recombinant LYPLA1, FP-Rh probe fluorescence polarization; inhibition, % at 5.9 µM; 320,000 tested, 0.16% active;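 active = inhibition above the mean of all tested compounds plus 3 SD, set per campaign, cut at about 14% in these data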;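 also: inhibitors block serine hydrolase probe labeling of LYPLA1 so polarization falls; 0% = enzyme with DMSO and 100% = wells lacking LYPLA1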
PREPL inhibitor – inhibits the human prolyl oligopeptidase-like enzyme | recombinant PREPL, fluorescence polarization activity-based probe | inhibition, % at 5.96 µM | 320,000 tested, 0.68% active; in the data active = inhibition above about 43%;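 also: 0% = enzyme with DMSO and 100% = wells lacking enzyme; many of its hits are not listed in these tables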
Target sequence (Q4J6C6 whole entry, looked up): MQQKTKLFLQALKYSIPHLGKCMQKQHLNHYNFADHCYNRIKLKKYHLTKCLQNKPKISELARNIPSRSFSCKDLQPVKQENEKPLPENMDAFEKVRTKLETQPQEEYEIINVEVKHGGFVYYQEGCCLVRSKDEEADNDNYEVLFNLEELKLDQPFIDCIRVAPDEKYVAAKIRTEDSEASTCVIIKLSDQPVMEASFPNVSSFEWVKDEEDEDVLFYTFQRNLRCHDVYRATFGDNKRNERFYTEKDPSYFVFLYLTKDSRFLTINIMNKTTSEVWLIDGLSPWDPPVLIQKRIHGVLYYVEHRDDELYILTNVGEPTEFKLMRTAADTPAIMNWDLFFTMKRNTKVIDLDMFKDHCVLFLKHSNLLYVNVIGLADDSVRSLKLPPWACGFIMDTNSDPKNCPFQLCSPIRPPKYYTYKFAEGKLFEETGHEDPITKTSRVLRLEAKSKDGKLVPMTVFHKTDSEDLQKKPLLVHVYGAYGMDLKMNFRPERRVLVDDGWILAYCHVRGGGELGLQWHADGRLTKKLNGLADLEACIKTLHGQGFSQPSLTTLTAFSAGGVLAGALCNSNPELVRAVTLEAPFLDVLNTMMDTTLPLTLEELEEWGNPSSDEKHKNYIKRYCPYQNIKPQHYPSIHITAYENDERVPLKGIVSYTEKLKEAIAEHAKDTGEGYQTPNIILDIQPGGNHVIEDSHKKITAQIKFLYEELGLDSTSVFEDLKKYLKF
GSTO1 counter – GSTO1 inhibition, counter-screen for RBBP9 inhibitors | inhibition, % at 5.96 µM | 300,000 tested, 1.1% active | AID 1974 | P78417 | recombinant GSTO1, activity-based probe fluorescence polarization;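 active = inhibition above the campaign mean inhibition plus 3 SD, cut at about 35% in these data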;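 also: 0% = GSTO1-1 with DMSO and 100% = wells lacking GSTO1-1 enzyme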
Target sequence (P78417 whole entry, looked up): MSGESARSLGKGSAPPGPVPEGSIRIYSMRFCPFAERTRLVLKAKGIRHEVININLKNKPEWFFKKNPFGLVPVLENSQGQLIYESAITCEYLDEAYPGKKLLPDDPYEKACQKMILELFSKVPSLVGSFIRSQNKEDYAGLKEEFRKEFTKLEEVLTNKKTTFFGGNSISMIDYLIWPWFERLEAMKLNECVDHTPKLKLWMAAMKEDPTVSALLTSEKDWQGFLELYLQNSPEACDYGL
pPAFAH FP inh – inhibitors of human plasma PAF acetylhydrolase (pPAFAH); recombinant pPAFAH, FP-rhodamine probe fluorescence polarization; inhibition, % at 3.39 µM; 330,000 tested, 1.5% active; AID 463082;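 active = inhibition above the mean inhibition across the screen plus 3 SD, cut at about 25% in these data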;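 also: inhibitors block binding of the rhodamine activity-based probe so polarization drops; 0% = enzyme with DMSO and 100% = wells lacking pPAFAH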
PAFAH1B3 FP inh – inhibitors of human PAFAH1B3; inhibition, % at 3.39 µM; recombinant PAFAH1B3, FP-rhodamine probe, fluorescence polarization; Q15102; AID 492972; 340,000 tested, 0.28% active;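 active = inhibition above the screen-wide average of all tested compounds plus 3 SD, cut at about 25% in these data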;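 also: 0% = enzyme with DMSO only and 100% = wells lacking PAFAH1B3 protein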
PME-1 inh – blocks human protein phosphatase methylesterase 1; 320,000 tested, 0.53% active; recombinant PME-1, FP-Rh probe fluorescence polarization; inhibition, % at 5.9 µM;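 active = inhibition above the campaign mean of all compounds plus 3 SD, cut at about 26% in these data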;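 also: competitive labeling of PME-1 active site by serine hydrolase directed probe; 0% = PME-1 with DMSO and 100% = wells lacking PME-1 enzyme; inhibitors block probe labeling so polarization falls and inhibition rises; many of its hits are not listed in these tables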
LYPLA2 counter – blocks human lysophospholipase 2, a PME1 counter-screen; O95372; recombinant LYPLA2, FP-Rh probe fluorescence polarization; inhibition, % at 5.9 µM; 320,000 tested, 0.38% active; AID 2177;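 active = inhibition above the screen-wide mean plus 3 SD, limit set per campaign, cut at about 26% in these data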;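 also: 0% = LYPLA2 with DMSO and 100% = wells lacking LYPLA2 enzyme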
PAFAH1B2 inh – blocks human PAF acetylhydrolase 1b catalytic subunit 2 | inhibition, % at 3.39 µM | AID 492953 | P68402 | recombinant PAFAH1B2, FP-rhodamine activity probe, fluorescence polarization | 340,000 tested, 1.2% active;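 active = inhibition above the mean of all tested compounds plus 3 SD, cut at about 24% in these data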;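 also: 0% = enzyme with DMSO and 100% = wells lacking PAFAH1B2; many of its hits are not listed in these tables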
Starred values were filed as active, the others as inactive; · = not tested or not shown; & = joins results of further samples. Not all compounds are listed. The share of hits here may be higher or lower than overall.

nr	compound	PAD4 FP inh	LYPLA1 counter	PREPL inhibitor	GSTO1 counter	pPAFAH FP inh	PAFAH1B3 FP inh	PME-1 inh	LYPLA2 counter	PAFAH1B2 inh
1	CCOC(=O)N1CCC(Nc2c(NCCCOC)c(=O)c2=O)CC1	-6	1	11	-7	2	0	6	1	2
2	O=C(NCc1ccccc1F)c1ccc2ccccc2n1	-4	2	4	2	3	4	-2	1	3
3	O=C(Nc1ccc(F)cc1)C1CCN(S(=O)(=O)c2cccc3nonc23)CC1	-1	1	2	-4	10	5	4	1	-1
4	Cc1ccc(-c2nc3ccccc3[nH]2)cc1NC(=O)c1sc2cc(Cl)ccc2c1Cl	-6	-29	8	-19	-15	-47	-50	-48	-26
5	CCCCCCCCCNC(=O)[C@H](NC(=O)COc1ccccc1)[C@@H]1NC(C(=O)OC)C(C)(C)S1 (some centres not stated)	2	-2	-2	1	18	-7	-5	-11	5
6	CCc1ccc(OCc2nnc(SCC(=O)NCC3CCCO3)n2C)cc1 (configuration not stated)	1	-3	7	8	5	0	-1	1	5
7	CC(C)N(C(=O)c1sc2cc([N+](=O)[O-])ccc2c1Cl)C(C)C	1	4	2	-6	4	6	2	4	-1
8	COc1ccc(S(=O)(=O)N2CCOCC2)cc1C(=O)NCC(c1ccco1)N1CCCC1 (configuration not stated)	-2	-2	0	·	3	4	1	1	-1
9	Cc1noc(C)c1C(=O)N1CCN(c2cccc(Cl)c2)CC1	2	3	9	2	1	7	4	14	3
10	Cc1cccc(NC(=O)C(CCC(N)=O)NC(=O)OCc2ccccc2)c1 (configuration not stated)	-2	4	5	9	3	5	0	6	8
11	OC(c1ccccc1)c1nc2ccccc2s1 (configuration not stated)	-1	-1	-3	-4	3	8	6	3	-1
12	COc1cc(C(=O)Nc2ccc(S(=O)(=O)Nc3nccc(C)n3)cc2)cc(OC)c1OC	-2	-2	6	7	1	-7	7	-2	-1
13	O=C(CCc1nc(-c2ccccc2)no1)NC1CCCCCC1	-1	-1	2	·	-1	1	-4	-1	3
14	Oc1c(C=C2N=c3ccccc3=N2)sc(=S)n1-c1ccc(F)cc1	-5&-4	2&-1	4&6	6&-3	3&0	-1&0	2&6	0&0	-3&1
15	COc1ccc(CCn2c(=S)[nH]c3cc(C(=O)NCc4ccco4)ccc3c2=O)cc1OC	0	-1	8	-2	5	-4	-14	8	-2
16	COc1ccc(CCN=CC2=C(O)CC(C)(C)CC2=O)cc1	-1	-2	2	-2	-1	-2	5	2	14
17	CCOC(=O)c1ccc(NC(=O)CSc2nnc(C3CCCCC3)n2C)cc1	0	-1	7	0	0	8	-1	-3	8
18	Cc1ccc(CN(C(=O)COc2ccc(C)c(C)c2)C2CCS(=O)(=O)C2)o1 (configuration not stated)	0	2	6	0	2	3	4	2	0
19	Cc1cc(-c2n[nH]c(=S)n2/N=C/C=C/c2ccco2)n[nH]1	-1	1	4	13	13	10	5	5	8
20	O=C(NCC1CCN(Cc2ccc(F)cc2)CC1)C1CCCN(c2ncnc3c2nc2n3CCCCC2)C1 (configuration not stated)	-1	6	14	1	6	1	-2	2	4
21	CCC(=O)N(CC)c1nc(-c2cc(OC)ccc2OC)cs1	3	0	4	12	2	-4	26	0	7
22	C=CCN1C(=O)C2(OCCCO2)c2cc(CCCC)ccc21	1	-1	8	6	18	2	2	-2	6
23	Cc1oc(-c2cc(F)ccc2F)nc1CN1CCCN(C(=O)c2ccco2)CC1	-5	2	-5	-4	-3	3	2	-6	8
24	O=C(COc1ccc(Cl)cc1Cl)N1CCCN(C(=O)COc2ccc(Cl)cc2Cl)CC1	-3	0	-8	-5	16	4	8	10	2
25	Cc1ccc2nc(Nc3ccccc3O)nc(-c3ccccc3)c2c1	1	-1	2	-3	9	-4	-2	4	2
26	Cc1cc(C(=O)Nc2ccccc2N2CCCCC2)no1	0	1	-6	0	1	2	-4	4	2
27	Cc1ccc(C)c(N2CCN(C(=O)CCC(=O)Nc3nnc(CC(C)C)s3)CC2)c1	-4	0	4	7	3	2	5	7	3
28	CC(=O)N1CCN2C(=O)C1CCCC(=O)c1cc(C)ccc12 (configuration not stated)	4	-4	-6	6	0	3	-5	2	-1
29	c1ccc(Nc2ccccc2Nc2ccccn2)nc1	30*	8	16	6	8	1	4	11	0
30	CSc1ccc(CN(C)C(=O)CSCC(=O)Nc2ccc(C)cc2)cc1	0	0	-16	24	4	5	1	-5	13
31	Cc1c(Cl)cnc(NC(=O)COC(=O)c2ccc3c(c2)OCO3)c1Cl	-9	-3	4	0	8	8	-3	3	3
32	COc1ccc2c(c1)c1ncn(CCN3CCNCC3)c(=O)c1n2C	-1	-3	10	3	3	0	-3	0	-1
33	CN1CCN(C(=O)C(C(=O)c2ccc(F)cc2)n2ccccc2=O)CC1 (configuration not stated)	-2	5	0	8	7	2	-4	6	4
34	Nc1c(C(=O)CSc2ncccn2)c(=O)[nH]c(=O)n1C1CC1	1	3	22	·	0	-1	3	-1	6
35	COC(=O)c1ccc(OCC(=O)c2ccc(O)cc2O)cc1	-6	2	6	0	6	10	1	6	9
36	O=C(CSc1n[nH]c(-c2ccco2)n1)N1c2ccccc2Sc2ccccc21	0	-4	-40	8	0	5	-1	-11	14
37	CN(C)C(=O)CSc1ccc(S(=O)(=O)N2CCOCC2)cn1	-1	2	12	·	2	3	1	1	-4
38	Cc1c(C(=O)N(CC(C)C)c2c(N)n(Cc3ccccc3)c(=O)[nH]c2=O)sc2nc3n(c(=O)c12)CCC3	-4	1	3	11	-1	3	-2	4	-1
39	CCOc1ccc(CCNC(=O)Cc2nn[nH]n2)cc1OCC	-14	-7	11	-6	-8	-1	-5	0	-2
40	C=CCn1c(N2CCN(c3ccc(OC)cc3)CC2)nc2c1c(=O)n(C)c(=O)n2C	0	-2	43	17	-1	4	-8	0	5
41	CCCNC(=O)C(Cc1ccccc1)NC(=O)c1ccc(-c2ccccc2)cc1 (configuration not stated)	-5	5	4	·	-5	12	-2	9	-1
42	CCCCc1ccc(NC(=O)c2ccc(NS(C)(=O)=O)cc2)cc1	-5	-1	-4	-3	-4	7	1	0	5
43	Clc1cccc(Cl)c1OCCOCCNCc1ccccc1	-3	-2	-15	8	-6	-4	0	-5	-1
44	S=C1NNC2(CC3CC2C2CCCC32)NN1 (configuration not stated)	-2	-4	4	-4	1	9	0	0	10
45	COc1ccc(CC(=O)Nc2cccc(S(=O)(=O)N3CCCC3)c2)cc1OC	3	2	15	·	-1	4	5	1	0
46	Cc1ccc(N2CC(C(=O)NCCC3=CCCCC3)CC2=O)cc1 (configuration not stated)	-7	1	11	1	-8	6	-2	-2	6
47	CC(=O)N1CCN(C(=O)C2(NC(=O)Nc3ccccc3Cl)CCCCC2)CC1	-2	0	-5	5	6	4	-6	3	7
48	CCn1c(=O)cc(SCC(=O)NCCC2=CCCCC2)c2ccccc21	-3	2	4	1	2	-5	7	-6	3
49	CC(C)OP(=O)(OC(C)C)C1(NS(=O)(=O)c2ccc(Cl)cc2)C=C(Cl)C(=O)C(Cl)=C1	0	0	16	62*	1	9	12	10	9
50	O=C(CNC(=O)c1ccc(Cl)cc1)NCC(F)(F)F	-4	0	5	1	1	5	3	5	2
51	Cc1ccc(C(=O)Nc2ccc(C)c(S(=O)(=O)N(C)C)c2)s1	3	3	9	-4	0	0	-7	8	-2
52	Nc1nccnc1C(=O)OCC(=O)C12CC3CC(CC(C3)C1)C2	-1	1	-11	4	-7	5	-5	-1	22
53	Cc1cccc(-n2nnnc2SCc2csc(-c3ccccc3)n2)c1	-3	-4	-9	-1	-1	-3	-6	-8	0
54	COc1ccc2[nH]c(C(=O)Nc3ccc4c(c3)OCO4)cc2c1	-3	0	16	6	6	·	8	3	·
55	CN(CCc1ccccn1)C(=O)CCC1CCCN(C(=O)c2ccsc2)C1 (configuration not stated)	1	0	1	8	-1	4	4	-2	1
56	Cc1ccc(C2=NS(=O)(=O)N(C)C(C(=O)NCc3ccc(F)cc3)=C2)cc1	2	1	-42	1	5	3	2	0	-1

Fetched by structure from the entries so far:
nr	compound	PAD4 FP inh	LYPLA1 counter	PREPL inhibitor	GSTO1 counter	pPAFAH FP inh	PAFAH1B3 FP inh	PME-1 inh	LYPLA2 counter	PAFAH1B2 inh
56	Cc1ccc(C2=NS(=O)(=O)N(C)C(C(=O)NCc3ccc(F)cc3)=C2)cc1	2	1	-42	1	5	3	2	0	-1
54	COc1ccc2[nH]c(C(=O)Nc3ccc4c(c3)OCO4)cc2c1	-3	0	16	6	6	·	8	3	·

Additional structures:
nr	compound	PAD4 FP inh	LYPLA1 counter	PREPL inhibitor	GSTO1 counter	pPAFAH FP inh	PAFAH1B3 FP inh	PME-1 inh	LYPLA2 counter	PAFAH1B2 inh
57	COc1cc(OC)c(C(=O)OCC(=O)Nc2cc(C)on2)cc1OC	-7	-2	15	-5	-1	4	0	-1	-3
58	CC(=O)Nc1ccc(C(=O)COC(=O)CCN2C(=O)C3CC=CCC3C2=O)cc1 (configuration not stated)	-1	-3	4	-2	8	2	0	0	1
59	O=C(Cn1c(-c2cscn2)nc2ccccc21)Nc1cc(F)ccc1F	-1	-3	-5	4	1	-2	-6	4	3
60	CCCCN(C(=O)COC(=O)c1ccc(C=O)cc1)c1c(N)n(CCC)c(=O)[nH]c1=O	4	2	2	·	1	2	11	-1	-3
61	O=C1Nc2ccc(Br)cc2C1(O)c1ccccc1 (configuration not stated)	1	-1	-6	-2	-5	8	-9	-8	1
62	Cc1nonc1NC(=O)c1ccccc1Br	0	1	-4	2	2	0	0	-1	3
63	Cc1ccc(S(=O)(=O)NCc2ccccc2)cc1C(=O)N1CCCC(C(F)(F)F)C1 (configuration not stated)	1	1	5	11	4	4	4	-1	4
64	COc1cccc(N2CCN(C(=O)c3ccc(=O)oc3)CC2C)c1 (configuration not stated)	-3	-2	5	-1	6	6	6	4	3
65	O=C(c1ccco1)N1CCN(C(=O)C2CC(=O)N(c3ccc(Cl)cc3)C2)CC1 (configuration not stated)	1	3	15	-3	3	1	-1	0	2
66	COc1ccc(CNC(=O)CN2C(=O)C3C4C=CC(C4)C3C2=O)cc1 (configuration not stated)	2	3	6	4	4	10	3	5	5
67	CCOC(=O)c1sc2nc(C)nc(SCC(=O)N(CC)C3CCS(=O)(=O)C3)c2c1C (configuration not stated)	6	-4	9	4	5	1	1	4	1
68	COc1ccc(C(=O)NCC2OCCc3ccccc32)cc1OC (configuration not stated)	-2	3	4	9	6	3	3	13	2
69	CC1(C)NC(=O)N(CC(O)COc2ccc(-c3ccc(C#N)cc3)cc2)C1=O (configuration not stated)	3	-3	19	-6	7	4	-1	-2	3
70	CC(=O)C1C(c2ccc([N+](=O)[O-])cc2)C2C(C)=NN=C2CC1(C)O (configuration not stated)	0	4	7	9	6	5	2	8	9
71	C#CCOCCOCCOCCNc1nc(N2CCN(C(=O)CCCCCCCCCCNC(=O)Cn3cc(CCCCCN)nn3)CC2)nc(N2CCN(C(=O)CCCCCCCCCCNC(=O)[C@@H](CCSC)n3cc(CCO)nn3)CC2)n1	0	-6	41	-7	2	1	-5	-4	1
72	CCN1/C(=C\C(C)=O)Sc2ccc(OC)cc21	3	2	0	-3	8	12	-4	0	-2
73	COC(=O)[C@]1(Cc2ccccc2)N[C@H](CN(C)C(=O)Nc2ccc(OC)cc2)[C@@H]2C(=O)N(C)C(=O)[C@@H]21	0	·	15	·	-1	8	·	·	3
74	O=C(CN1C(=O)c2ccccc2S1(=O)=O)Nc1ccc(S(=O)(=O)N2CCCC2)cc1	0	4	9	0	5	3	-1	2	5

Source: PubChem BioAssay (The Scripps Research Institute Molecular Screening Center)
